# Screening results: PubChem, several laboratories
# Mcl1 Bid PPI – Mcl-1/Bid interaction inhibition | TR-FRET Mcl-1/Bid-Dy647 peptide binding, 1536-well | 220,000 compounds, 0.97% hits | inhibition, % at 21.7 µM | AID 1021;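 active = compounds that cut the binding signal by more than half at the single screening dose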;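 note: His-tagged Mcl-1 with europium anti-His antibody binding Bid BH3 peptide; 0% = Mcl-1 plus peptide wells and 100% = peptide-only wells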
# Target sequence (Q07820 whole entry, looked up): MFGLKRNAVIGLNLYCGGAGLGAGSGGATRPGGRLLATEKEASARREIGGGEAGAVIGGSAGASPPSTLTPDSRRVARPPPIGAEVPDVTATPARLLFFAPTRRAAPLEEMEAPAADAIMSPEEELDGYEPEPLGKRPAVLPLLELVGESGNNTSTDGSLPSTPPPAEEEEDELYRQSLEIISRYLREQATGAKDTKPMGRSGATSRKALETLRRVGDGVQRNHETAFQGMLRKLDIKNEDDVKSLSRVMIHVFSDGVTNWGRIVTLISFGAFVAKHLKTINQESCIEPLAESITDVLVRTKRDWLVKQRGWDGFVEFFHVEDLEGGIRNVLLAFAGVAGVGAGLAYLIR
# Rab2A wt mod – changes GTP binding to wildtype dog Rab2A, up or down | GST-Rab2 wt beads, Bodipy-GTP binding, flow cytometry | P61105 | GTP binding activity, % at 10 µM | 190,000 compounds, 0.19% hits;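 active = GTP binding activity at least 20 points away from 100%, either lowered or raised; inconclusive = signal likely due to the compound's own green fluorescence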;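 note: 0% = beads with excess unlabeled GTP and 100% = no-compound control corrected for plate trend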
# Rab7 wt modul – modulators of GTP binding to dog Rab7 wildtype GTPase; GST-Rab7 beads, fluorescent GTP binding, flow cytometry; actives lie on both sides; untreated = 100%, excess cold GTP = 0%; GTP binding activity (percent of control), % at 10 µM; 190,000 compounds, 0.055% hits; AID 758;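 active = fluorescent GTP binding to Rab7 beads changed by at least 20 points from the 100% baseline, either direction, mostly lower; inconclusive = compound itself probably fluorescent, or too few beads counted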;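 note: median green fluorescence of bound Bodipy-FL-GTP per Rab7 bead population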
# GSH bead fluor – compound fluoresces at 488/530 nm on GSH beads; fluorescence (KMESF) at 10 µM; AID 1776; 190,000 compounds, 0.25% hits; GSH beads flow cytometry, compound fluorescence 488/530 nm; stronger effect = higher value; in the data active = fluorescence above about 89;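 note: glutathione beads carrying GST-tagged Bcl family fusion proteins plus one bare bead set; values are compound well signal with DMSO vehicle wells as background; inactives centre near 16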
# Rac1 act GTP bind – alters GTP binding to activated mutant human Rac1; P63000; GST-Rac1 activated beads, fluorescent GTP binding, flow cytometry; actives lie on both sides; 100% means binding = to untreated wells; percent activity (GTP binding), % at 10 µM; 190,000 compounds, 0.11% hits;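 active = GTP binding at least 20 percentage points away from the 100% baseline, in either direction, so actives lie on both sides; inconclusive = Compound likely fluorescent itself, or too few beads counted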
# Pf gamet viab – kills late stage P. falciparum gametocytes; P. falciparum stage V gametocytes, ATP luminescence, 24 h; inhibition, % at 10.9 µM; 150,000 compounds, 0.065% hits; AID 743093;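 active = inhibition above the mean plus 3 SD of compounds within the control limits, set per campaign, cut at about 38% in these data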;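 note: 0% = DMSO wells and 100% = medium only without gametocytes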
# Avidin bead fluor – avidin bead compound fluorescence profile | Avidin beads, compound fluorescence 488/530 nm, flow cytometry; stronger effect = higher value | fluorescence (KMESF) at 10 µM | 220,000 compounds, 0.38% hits | AID 1775; in the data active = fluorescence above about 47; note: inactives centre near 10
# HRas wt GTP bind – changes GTP binding to wildtype human HRas. P01112. GST-Ras wt beads, Bodipy-FL-GTP binding, flow cytometry; actives lie on both sides. GTP binding activity, % at 10 µM. 190,000 compounds, 0.14% hits. AID 759;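 active = GTP binding activity at least 20% away from the 100% baseline, either lowered as inhibitor or raised as activator; inconclusive = flagged as likely green fluorescent, judged across all proteins in the well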;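 note: 0% = unlabeled GTP competition control and 100% = no-compound control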
# Target sequence (P01112 whole entry, looked up): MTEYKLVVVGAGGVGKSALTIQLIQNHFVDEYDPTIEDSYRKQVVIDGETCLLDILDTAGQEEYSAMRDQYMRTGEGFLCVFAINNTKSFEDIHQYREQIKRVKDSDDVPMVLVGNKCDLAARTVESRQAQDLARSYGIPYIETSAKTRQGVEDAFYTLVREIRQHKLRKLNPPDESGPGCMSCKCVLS
# Rac1 wt modul – modulators of human Rac1 wildtype GTP binding | GST-Rac1 beads, fluorescent GTP binding, flow cytometry; actives lie on both sides; 0 = cold GTP competed, 100 = untreated | GTP binding activity (% of control), % at 10 µM | P63000 | 190,000 compounds, 0.27% hits;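 active = GTP binding activity at least 20 points away from the 100% control level, either lower or higher; inconclusive = compound flagged as likely green fluorescent, judged across all proteins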
# Cdc42 wt – changes GTP binding to wildtype human Cdc42; P60953; GST-Cdc42 beads, Bodipy-GTP binding, flow cytometry; actives lie on both sides; percent activity (GTP binding), % at 10 µM; 190,000 compounds, 0.2% hits; AID 761;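 active = percent activity GTP binding at least 20 points away from the 100% baseline, either down as inhibitor or up as activator; inconclusive = compound flagged as likely green fluorescent from well-wide comparison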;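 note: median bead fluorescence of bound Bodipy-FL-GTP at 100 nM; 0% = excess unlabeled GTP control and 100% = no compound control; below 100% means less GTP binding so inhibitor and above means activator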
# Target sequence (P60953 whole entry, looked up): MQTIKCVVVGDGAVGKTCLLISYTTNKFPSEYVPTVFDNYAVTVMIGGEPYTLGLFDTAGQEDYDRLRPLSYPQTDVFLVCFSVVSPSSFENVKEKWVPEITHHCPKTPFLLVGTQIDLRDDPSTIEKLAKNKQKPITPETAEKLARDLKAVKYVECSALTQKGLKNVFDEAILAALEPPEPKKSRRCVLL
# Mcl1 Noxa PPI – disrupts binding of human Mcl-1 to Noxa peptide | 220,000 compounds, 1.5% hits | TR-FRET Mcl-1/Noxa peptide binding, 2 h | AID 1022 | inhibition, % at 21.7 µM | Q07820;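 active = compounds that cut the protein-peptide binding signal by more than 50% relative to plate controls in a single-dose test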;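 note: His-tagged Mcl-1 with rhodamine Noxa BH3 peptide and terbium anti-His antibody; 0% = Mcl-1 plus Noxa peptide wells and 100% = peptide-only wells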
# * hit, by the source's call; ? = inconclusive; . = not tested or not shown.
SMILES,Mcl1 Bid PPI,Rab2A wt mod,Rab7 wt modul,GSH bead fluor,Rac1 act GTP bind,Pf gamet viab,Avidin bead fluor,HRas wt GTP bind,Rac1 wt modul,Cdc42 wt,Mcl1 Noxa PPI
COc1ccc(CC(=O)Nc2ccccc2C(=O)N2CCOCC2)cc1OC,4,102,101,10,103,-5,4,104,105,106,3
Cc1ccc(-c2csc(NC(=O)/C=C/c3ccco3)c2C(=O)O)cc1,-21,92,101,14,91,-1,9,94,92,88,9
Cc1ccccc1NC(=O)CN1C(=O)COc2ccc(Cl)cc21,-18,99,99,19,99,.,6,100,101,98,16
COCc1cc(Sc2cccc(Cl)c2Cl)nc(-c2ccccc2)n1,8,95,94,14,94,-8,37,97,96,98,0
O=C(CCSCCc1ccccn1)Nc1ccc(Br)cc1F,-28,99,98,21,101,.,13,99,99,96,6
Cc1ccc(Sc2cc(Cl)nc(N)n2)cc1,4,92,98,19,95,3,8,94,93,94,9
C=CCN1C=CC(=C/C=C(/C#N)C(=O)OCC)C=C1,-36,100,102,13,101,.,6,104,108,102,-19
CCC(=O)Nc1cc(OC)cc(OC)c1,5,97,94,16,95,15,12,96,96,99,8
O=C(Cn1c(C(F)(F)F)nc2ccccc21)Oc1cccc(C(F)(F)F)c1,-19,101,103,32,99,-34,11,102,104,99,18
COc1ccc(OCCCNCCc2ccccc2)cc1,-5,95,100,15,100,20,10,97,101,102,8
CCC(C)c1ccc(NC(=S)NC2CCN(Cc3ccccc3)CC2)cc1 (stereo not given),-30,101,99,18,100,3,15,103,103,103,21
CC(=O)Nc1ncc(Cc2cc(Cl)ccc2Cl)s1,-13,95,91,13,94,-2,8,93,96,95,12
O=C(NCCc1ccccc1)/C(=C\c1ccc([N+](=O)[O-])cc1)NC(=O)c1ccc(Br)cc1,1,100,100,12,103,-16,4,102,105,101,13
CN1CCN(CC(O)(c2ccc(Cl)cc2)c2ccc(Cl)cc2)CC1,-12,96,105,12,97,-6,13,99,100,98,18
O=C(CSc1nnnn1-c1ccccc1)CSc1nnnn1-c1ccccc1,26,96,95,17,94,0,13,94,99,99,-13
Cc1c(CN2CCC(CO)(CCOc3ccccc3)CC2)[nH]c2ccc(Cl)cc12,-7,98,100,8,92,-9,2,97,97,95,5
Cc1ccc(C(=O)N/C(=C/c2cn(-c3ccccc3)nc2-c2ccccc2)C(=O)O)cc1,-29,97,104,13,94,12,8,97,97,95,-7
CCN(CC)c1nc(C(N)=O)cc(-c2ccccc2)n1,24,99,101,25,97,.,11,98,99,98,-3
Cc1ccc(S(=O)(=O)N(C(=O)c2ccncc2)c2ccc(OC(=O)c3ccncc3)cc2)cc1,-5,103,99,9,102,18,14,102,105,101,-1
CCOc1ccc(/C(O)=C2/C(=O)C(=O)N(CCN(CC)CC)C2c2ccco2)cc1 (stereo not given),-5,100,98,13,100,12,10,99,103,100,23
O=C(CCn1c(=S)oc2ccccc21)Nc1cccc(F)c1,-9,100,91,12,100,8,11,97,100,102,-5
CCCCN1C(=O)C(O)(CC(=O)c2ccccc2OC)c2ccccc21 (stereo not given),4,100,99,17,100,.,6,102,105,101,-11
Cn1cccc1C(=O)NC(=O)COC(=O)CC12CC3CC(CC(C3)C1)C2,-16,101,107,37,99,-3,12,101,103,101,7
O=C(CSc1cn(CCNC(=O)c2cccs2)c2ccccc12)NCc1ccccc1,-31,103,100,18,100,.,4,102,105,101,-3
CCOC(=O)C(=Cc1ccc(-c2ccsc2C(=O)OC)o1)C(=O)OCC,-19,103,104,57,97,.,21,103,105,101,0

# Next part:
SMILES,Mcl1 Bid PPI,Rab2A wt mod,Rab7 wt modul,GSH bead fluor,Rac1 act GTP bind,Pf gamet viab,Avidin bead fluor,HRas wt GTP bind,Rac1 wt modul,Cdc42 wt,Mcl1 Noxa PPI
CSc1ccc(S(=O)(=O)NCc2ccccc2Cl)cc1,-3,91,91,29,91,13,11,93,88,93,.
COc1cccc(CC(=O)Nn2c(C)nc3ccccc3c2=O)c1,-23,100,101,8,100,.,8,102,108,105,6
C/C(CC(=O)Nc1cc(C)ccn1)=N\NC(=O)c1cccc(C)c1,-16,101,105,14,95,-9,12,97,99,95,6
COc1ccc(S(=O)(=O)N2CCOCC2)cc1NC(=O)CSc1n[nH]c(C(C)C)n1,-16,96,96,11,98,-7,12,97,100,97,20
Cc1ccc(C(=O)N2C(CC(=O)Nc3ccc(Cl)cc3)C(=O)NC3CCCCC32)cc1 (stereo not given),-12,97,96,23,97,0,9,97,100,101,10
COc1ccccc1CN=C1Nc2ccccc2CS1,-10,99,94,12,95,10,22,94,99,98,13
O=C(Nc1ccc(NC(=O)c2ccco2)c(Cl)c1)c1cccc([N+](=O)[O-])c1,-9,101,110,12,97,.,8,101,100,101,-17
CC(C)OC(=O)c1cc(=O)[nH]c2ccccc12,7,98,99,11,100,-29,19,106,111,107,12
CCCOc1ccc(NC(=O)CC2C(=O)N(CC)C(=S)N2Cc2cccs2)cc1 (stereo not given),4,103,108,14,100,-14,8,105,107,105,17
C=CCNC(=O)/C(=C/c1cn(-c2ccccc2)nc1-c1cccc([N+](=O)[O-])c1)NC(=O)c1ccccc1,0,94,98,11,98,.,8,94,100,101,7
CCCCC1=C([O-])C2N=CC=CC2=[N+](c2ccccn2)C1=O (stereo not given),-28,98,98,19,98,-11,18,99,108,103,9
Cc1ccc(NC(=O)N2CCC(C(=O)NCCC3=CCCCC3)CC2)cc1,-21,107,107,9,101,18,11,107,111,109,1
Cc1onc(-c2ccccc2Cl)c1C(=O)Nc1cccnc1,-2,103,101,50,100,5,17,104,104,104,-2
CCCn1c(N/N=C\C=C\c2ccccc2)nc2c1c(=O)[nH]c(=O)n2C,-63,97,95,13,94,9,8,95,96,96,11
Cc1cc(C)cc(N(CC(=O)NCC2CCCO2)C(=O)CN2C(=O)COc3ccccc32)c1 (stereo not given),-15,96,96,23,94,.,15,97,95,96,13
Cc1ccc(S(=O)(=O)NN2C(=O)/C(=C/c3cccn3C)SC2=S)cc1,-20,88,91,17,89,.,9,89,87,86,54*
O=C(c1ccco1)N1CCN(S(=O)(=O)c2ccccc2[N+](=O)[O-])CC1,-23,98,93,15,99,-16,10,100,98,96,16
O=C(CCl)Nc1cc(S(=O)(=O)N2CCCCCC2)ccc1Cl,-3,100,96,9,100,1,10,98,102,99,7
Cc1ccc(NC(=O)CS(=O)CC(=O)NCC2OCCc3ccccc32)c(C)c1 (stereo not given),-29,106,100,19,102,12,9,107,104,106,-8
CC(C)OC(=O)c1c(NC(=O)CCC(=O)O)sc2c1CCCCC2,-47,100,104,10,99,-9,2,100,101,100,6
CCCn1c(N)c(C(c2ccc(OC)cc2)N2CCN(c3ccccc3)CC2)c(=O)[nH]c1=O (stereo not given),2,103,97,25,101,7,12,103,100,105,40
CCOC(=O)C(Oc1ccc2c(-c3ccccc3)cc(=O)oc2c1C)c1ccccc1 (stereo not given),1,98,102,11,102,-4,11,98,104,102,-5
NNc1ncnc2scc(-c3ccc(Cl)cc3)c12,-33,96,102,9,99,3,2,98,101,98,-2
O=C(Oc1ccccc1)c1ccc2nsnc2c1,-10,99,102,13,98,.,5,100,106,102,10
COC(=O)CNC(=O)CNC(=O)c1nn(-c2ccc(OC)c(Cl)c2)c(=O)c2ccccc12,-9,99,100,25,98,.,11,102,102,101,1

# Other compounds:
SMILES,Mcl1 Bid PPI,Rab2A wt mod,Rab7 wt modul,GSH bead fluor,Rac1 act GTP bind,Pf gamet viab,Avidin bead fluor,HRas wt GTP bind,Rac1 wt modul,Cdc42 wt,Mcl1 Noxa PPI
CCCOc1ccc(Cc2c(Cl)nc(SC)nc2N(C)C)cc1,8,82,93,18,83,-2,14,86,80,84,9
O=C(c1ccc2c(=O)n3c(nc2c1)CCCCC3)N1CCN(Cc2ccccc2)CC1,11,95,93,22,93,-6,12,94,94,96,2
Cc1c(NC(=O)CN2C(=O)c3ccc([N+](=O)[O-])cc3C2=O)c(=O)n(-c2ccccc2)n1C,-31,99,104,12,96,.,11,97,101,100,15
OC(CON=C1c2ccccc2-c2ccccc21)CN1CCNCC1 (stereo not given),42,?,?,20,?,.,7,?,?,?,23
O=C(O)CC1(CC(=O)Nc2ccc(Br)cc2)CCCCC1,-20,93,95,11,91,6,20,92,93,91,11
CCN(CC)CCN1C(=O)C(=O)/C(=C(/O)c2cccc(OC)c2)C1c1ccccn1 (stereo not given),1,102,103,17,100,.,36,102,102,104,14
CCOc1cc(C2C(C#N)=C(N)OC3=C2C(=O)CC(C)(C)C3)cc([N+](=O)[O-])c1O (stereo not given),-32,?,?,10,?,.,22,?,?,?,7
Cc1ccc(/C=C/C(=O)c2cc(Br)ccc2OC(=O)c2ccco2)cc1,-2,94,97,17,93,.,39,97,94,95,10
O=C(Nc1ccc(C(=O)Oc2ccccc2)c(O)c1)c1ccco1,9,104,103,17,99,.,11,103,99,101,14
N#CC(c1ccc(O)cc1)N1CCOCC1 (stereo not given),-5,98,98,17,99,4,28,98,105,101,19
C=CCc1cccc(CNc2c(C)n(C)n(-c3ccccc3)c2=O)c1O,-32,108,111,21,101,.,15,106,104,104,7
CC(C)C(O)(CC#CCN1CCCC1)c1ccccc1 (stereo not given),-20,100,106,24,94,17,9,98,102,98,10
Cc1ccc(N(CC(=O)Nc2ccc(C)cc2C)S(=O)(=O)N2CCCC2)cc1,-23,98,103,25,98,.,11,102,107,99,8
Cc1ccc(CNC(=O)CCNC(=O)c2ccco2)cc1,-17,107,105,21,103,.,9,107,105,105,11
COc1ccc(S(=O)(=O)N2CCC(C(=O)NCc3ccccc3)CC2)cc1OC,7,95,93,22,96,6,7,94,96,93,-8
Cc1ccccc1Nc1nnc(SCc2cc(=O)n3ccsc3n2)s1,-41,99,100,6,103,.,9,102,105,102,25
COc1ccc(C(=O)CSc2n[nH]c(N)n2)cc1,0,100,99,11,98,.,10,102,107,104,-4
CCCCc1ccc(NC(=S)NCc2cccs2)cc1,22,99,102,28,98,-24,8,99,100,102,-4
CCOc1ccc(C(=O)/C=C/c2cc(OC)c(OC)c(OC)c2)cc1,5,98,105,20,95,10,9,96,95,96,18
CC(=N\O)/C(CN(C)C)=N/O,-8,99,99,12,100,10,41,100,104,103,-5
CCc1c(O)nc(N2CCN(Cc3ccccc3)CC2)[nH]c1=O,-92,100,100,9,95,.,10,99,98,100,-11
COc1ccc(C(C)=O)cc1COC(=O)CNC(=O)c1cc(C)cc(C)c1,-14,97,97,20,99,-3,7,98,101,97,3
Cn1c(Oc2ccc(Cl)cc2)c(C=O)c2ccccc21,-25,101,102,26,97,.,19,101,104,98,12
